Screening results from PubChem BioAssay.
TexasRed fluor: Total Fluorescence Counterscreen for Inhibitors of the Interaction of Thyroid Hormone Receptor and Steroid Receptor Coregulator 2. 0.29% of 280,000 active. TRb/SRC2 Texas Red total fluorescence interference. Potency, µM (top dose mostly 106 µM), without a hit: at the top dose fluorescence change, negative = quenching; active means well fitted curve in either direction with a large enough effect; inconclusive means small, poorly fitted or top-dose-only effect; further: on the % scale 0 is the no-effect control and ±100 the full control effect
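Human TRβ ligand-binding domain (0.6 uM) and Texas Red SRC2 peptide (20 nM) in Tris buffer with 1 uM T3 and 5% DMSO were incubated with pinned compound for 5 hr at ambient temperature. Total fluorescence was computed as S + 2P (555/632 nm).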
TRb SRC2 PPI: qHTS for Inhibitors of the Interaction of Thyroid Hormone Receptor and Steroid Receptor Coregulator 2; AID 1469, 2008; Potency, µM (doses to about 106 µM), inactives show at the highest dose activity change, negative = inhibition, most hits filed as inhibitors; Thyroid hormone receptor beta (Homo sapiens), P10828; TRbeta-SRC2 peptide binding, fluorescence polarization; receptor liganded with 1 µM T3; 0.065% of 280,000 active;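 further: plate controls were bound peptide for no effect and peptide without receptor for full effect; nearly all actives have a fitted effect of over 50% in size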
Target sequence (P10828 whole entry, looked up): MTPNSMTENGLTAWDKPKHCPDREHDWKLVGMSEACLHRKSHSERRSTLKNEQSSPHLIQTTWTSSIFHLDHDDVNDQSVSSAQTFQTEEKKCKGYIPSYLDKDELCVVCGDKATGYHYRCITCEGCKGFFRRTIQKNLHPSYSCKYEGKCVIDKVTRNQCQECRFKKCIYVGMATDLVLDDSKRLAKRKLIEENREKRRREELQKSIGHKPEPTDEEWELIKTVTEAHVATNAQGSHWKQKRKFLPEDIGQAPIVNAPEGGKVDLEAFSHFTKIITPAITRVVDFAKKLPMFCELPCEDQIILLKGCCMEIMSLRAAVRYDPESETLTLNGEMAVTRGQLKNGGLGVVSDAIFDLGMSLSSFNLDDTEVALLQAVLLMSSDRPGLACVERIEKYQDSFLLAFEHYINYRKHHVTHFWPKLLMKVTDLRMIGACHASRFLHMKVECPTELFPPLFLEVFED
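Fluorescence polarization of 20 nM Texas Red SRC2 peptide with 0.6 uM human TRb ligand-binding domain, in Tris buffer with 1uM T3 and 5% DMSO. Incubated 5 hr ambient; normalized to unbound and bound controls.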
SMN2 splice up: qHTS Assay for Enhancers of SMN2 Splice Variant Expression; 2.8% of 210,000 active; Potency, µM (highest dose often 46.1 µM), without a hit: top-dose activity change, positive = activation, usual class: activators; AID 1458, 2008; HEK293 SMN2-luciferase splicing reporter, luminescence, 30-36 h; further: % of control where 0% means no effect; nearly all actives have a fitted effect of over 55% in size
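HEK293 cells carry an SMN2 minigene-luciferase reporter in which exon 7 inclusion puts luciferase in frame. Cells were seeded at 2000 cells/well, attached for 10-12 hours, then exposed to compounds for 30-36 hours at 37C before ONE-Glo luminescence.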
* = called active by the depositor; ? = inconclusive; [ ] = dose if it differs, or a comment. Unless noted, the call rests on the fitted dose curve; in most records, active means well fitted curve in the direction sought with a large enough effect; inconclusive means small, poorly fitted or top-dose-only effect, or another doubt; inactive means no such curve, though single readings can be large; an effect the other way counts as inactive or inconclusive. Potency means the concentration at half of the fitted maximal effect. Some of the compounds tested. The share of hits here may be higher or lower than overall.

1	Cc1cccc(N2CCN(C(=O)C3CCCN(S(=O)(=O)c4ccc5c(c4)oc(=O)n5C)C3)CC2)c1C (stereo unspecified)
2	CCOc1ccc(CCNC(=O)c2cc3c(=O)[nH]c4ccc(C)cc4c3s2)cc1OCC
3	Cc1ccc(NC(=O)Cn2c(-c3ccc4c(c3)OCO4)cn(-c3ccccc3)c2=O)cc1
4	CCOc1ccc2nc(NC(=O)c3nc(SC)ncc3Cl)sc2c1
5	COc1ccc(-c2cc(C(=O)Nc3cc(C)ccc3O)no2)cc1OC

Screen / compound no.	1	2	3	4	5
TexasRed fluor	-1.6%	-1.6%	-2.8%	1.9%	6.3%
TRb SRC2 PPI	-4.5%	-8.3%	-2.9%	-5.9%	-3.5%
SMN2 splice up	-41.7%[inhibitor]	-2.6%	?	-2.3%	-6.0%

6	Cc1cc(C(=O)O)c2c(=O)n(C)c(=O)n(C)c2n1
7	CCC(=O)N1CCc2cc(Br)cc(S(=O)(=O)N3CCCC(C(=O)Nc4ccc(OC)cc4OC)C3)c21 (stereo unspecified)
8	CCOc1ccc(C(=O)Nc2ccc(-c3cc4ccccc4oc3=O)cc2)cc1Br
9	CCc1ccccc1NC(=O)CSc1nccn1C
10	Cc1cccc2c1-c1sc(C(=O)Nc3ccc(F)cc3F)cc1CO2

Screen / compound no.	6	7	8	9	10
TexasRed fluor	0.4%	2.4%	-7.1%	?	-5.3%
TRb SRC2 PPI	-3.5%	-0.3%	-6.3%	8.7%	0.2%
SMN2 splice up	3.7%	-5.9%	0.9%	0.0%	-8.0%

11	Nc1c(C(=O)Nc2ccccc2Cl)nnn1Cc1cccc(Cl)c1
12	CCOC(=O)c1c(NC(=O)CCCOc2ccc(C(C)(C)C)cc2)sc2c1CCCC2
13	CC1CCCN(C(=O)Cn2c(=O)oc3cc(S(=O)(=O)N4CCCCC4)ccc32)C1 (stereo unspecified)
14	Cc1cc(C)n2c(Nc3c(C)cccc3C)c(-c3ccsc3)nc2n1
15	Cc1ccc(C)c(NC(=O)CN(C)S(=O)(=O)c2cccc3nsnc23)c1

Screen / compound no.	11	12	13	14	15
TexasRed fluor	4.6%	?	-1.4%	-0.5%	1.2%
TRb SRC2 PPI	-6.4%	5.2%	0.7%	-3.0%	-5.1%
SMN2 splice up	-34.3%[inhibitor]	-5.3%	-9.4%	-2.6%	1.9%

Some of the entries so far, as a markdown table.
| no. | mol | TexasRed fluor | TRb SRC2 PPI | SMN2 splice up |
| --- | --- | --- | --- | --- |
| 15 | Cc1ccc(C)c(NC(=O)CN(C)S(=O)(=O)c2cccc3nsnc23)c1 | 1.2% | -5.1% | 1.9% |
| 2 | CCOc1ccc(CCNC(=O)c2cc3c(=O)[nH]c4ccc(C)cc4c3s2)cc1OCC | -1.6% | -8.3% | -2.6% |
| 7 | CCC(=O)N1CCc2cc(Br)cc(S(=O)(=O)N3CCCC(C(=O)Nc4ccc(OC)cc4OC)C3)c21 (stereo unspecified) | 2.4% | -0.3% | -5.9% |
| 6 | Cc1cc(C(=O)O)c2c(=O)n(C)c(=O)n(C)c2n1 | 0.4% | -3.5% | 3.7% |
| 5 | COc1ccc(-c2cc(C(=O)Nc3cc(C)ccc3O)no2)cc1OC | 6.3% | -3.5% | -6.0% |
| 9 | CCc1ccccc1NC(=O)CSc1nccn1C | ? | 8.7% | 0.0% |

Additional results follow:
16	Cc1ccc(CNC(=O)CCN2C(=O)COc3ccc(C)cc32)cc1
17	Cc1ccc2c(c1)c(=O)c1ccccc1n2CCCC(=O)Nc1ccc(Cl)c(Cl)c1
18	Cc1c2cnn(CC(=O)N3CCN(c4ccccc4)CC3)c(=O)c2c(C)n1Cc1ccc(F)cc1
19	Cn1c(=O)c2cc(C(=O)Nc3cccc(C#N)c3)sc2c2ccccc21
20	Cn1c(NCCN)nc2c1c(=O)n(Cc1ccccc1)c(=O)n2C

Screen / compound no.	16	17	18	19	20
TexasRed fluor	7.9%	4.4%	1.2%	0.1%	?
TRb SRC2 PPI	-0.4%	3.7%	-1.8%	0.6%	-2.4%
SMN2 splice up	8.1%	-5.6%	-10.1%	-3.6%	-3.4%

21	Cc1ccc(Sc2ccc(N3CCCC(C(=O)Nc4ccc(F)cc4F)C3)nn2)cc1 (stereo unspecified)
22	COC(=O)CC1Oc2ccc(Cl)cc2-n2cc(-c3ccccc3)nc21 (stereo unspecified)
23	CC(C)(C)c1ccc(OCCOCCn2c(-c3ccc(Cl)cc3)nc3ccccc3c2=O)cc1
24	CC1CCN(S(=O)(=O)c2ccc3c(c2)N(CC(=O)N2CCN(c4ccc(Cl)cc4)CC2)C(=O)CO3)CC1
25	Cc1ccc(OCCCCn2nnc3sc4c(c3c2=O)CCC(C)C4)cc1 (stereo unspecified)

Screen / compound no.	21	22	23	24	25
TexasRed fluor	4.2%	0.0%	-0.6%	1.2%	0.0%
TRb SRC2 PPI	-1.0%	-3.0%	0.6%	0.3%	1.4%
SMN2 splice up	-3.2%	-4.9%	9.4%	-2.8%	0.2%

26	CCCN1C(=O)c2[nH]nc(-c3ccccc3)c2C1c1cccc(O)c1 (stereo unspecified)
27	COc1ccc(-c2nc(CSCC(=O)NCCc3ccc(C)cc3)c(C)o2)cc1OC
28	COC(=O)c1ccc(-n2nnc(-c3nsc(NC(=O)c4ccc(Cl)cc4)n3)c2C)cc1
29	CCCN(CCC)CCCNC(=O)c1cc2c(-c3ccc(Cl)cc3)nn(C)c2s1
30	Cc1nn(CC(=O)N2CCN(c3ccccc3)CC2)c(=O)c2cc3sccc3n12

Screen / compound no.	26	27	28	29	30
TexasRed fluor	1.3%	1.5%	0.4%	-7.0%	5.9%
TRb SRC2 PPI	0.2%	2.2%	7.5%	-2.4%	1.3%
SMN2 splice up	0.8%	-8.7%	-2.5%	-82.3%[inhibitor]	1.0%

31	CCOc1ccc(C(=O)c2cn(CC(=O)Nc3ccc(C)c(Cl)c3)c3ccc(OCC)cc3c2=O)cc1
32	COc1cccc(-c2nc(SCC(=O)Nc3ccc4c(c3)OCO4)c(-c3ccccc3)[nH]2)c1
33	O=C(CC1C(=O)N(c2ccccc2)C(=O)N1CCc1cccs1)Nc1ccc(F)cc1 (stereo unspecified)
34	COC(=O)c1ccccc1NC(=O)Cn1nc(C(F)(F)F)c2c1CCCC2
35	Cc1ccc2c(c1)-c1c(cnn1CC(=O)N1CCN(c3cc(C)ccc3C)CC1)CO2

Screen / compound no.	31	32	33	34	35
TexasRed fluor	-0.1%	-1.4%	1.0%	-76.7%[1.83 µM]	3.6%
TRb SRC2 PPI	-2.8%	-5.9%	3.7%	-21.9%[1.83 µM]	-4.5%
SMN2 splice up	9.1%	-1.7%	-0.1%	4.5%	-5.6%

36	COc1ccccc1N1CCN(c2nc3c(S(=O)(=O)c4ccccc4)nnn3c3ccc(Cl)cc23)CC1
37	COc1cc(OC)cc(C(=O)Nc2ccc3nc4n(c(=O)c3c2)CCCCC4)c1
38	COc1ccc2c(C)c(CCC(=O)NCc3ccccc3Cl)c(=O)oc2c1C
39	Cc1cccc(CCNC(=O)c2cc3c(=O)[nH]c4ccc(C)cc4c3s2)c1
40	CCOC(=O)c1cccc(NC(=O)C2CCCN(S(=O)(=O)c3cc(Br)cc4c3N(C(=O)CC)CC4)C2)c1 (stereo unspecified)

Screen / compound no.	36	37	38	39	40
TexasRed fluor	-24.9%	-1.1%	?	-17.0%	-15.3%
TRb SRC2 PPI	-0.3%	4.6%	-1.8%	2.4%	2.8%
SMN2 splice up	-3.8%	17.8µM*	-0.8%	-8.0%	-13.8%

41	COc1ccccc1OCC(=O)N(Cc1cccs1)C1CCS(=O)(=O)C1 (stereo unspecified)
42	COc1cccc(/C=C(\C#N)c2nc3ccc(C)cc3[nH]2)c1
43	CCN1C(=O)c2ccccc2S(=O)c2ccc(C(=O)N3CCN(c4ccc(F)cc4)CC3)cc21 (stereo unspecified)
44	O=S(=O)(c1ccc(Cl)cc1)c1nc(-c2cccs2)oc1N1CCCCC1
45	CCOCN(C(=O)Cn1c(CC(C)C)nc2ccccc21)c1c(C)cccc1CC

Screen / compound no.	41	42	43	44	45
TexasRed fluor	-0.9%	-5.1%	?	-14.4%	-1.2%
TRb SRC2 PPI	0.7%	-1.4%	1.3%	-2.5%	-5.0%
SMN2 splice up	-2.0%	24.1%	7.3%	-8.3%	-9.2%

46	Cc1c(NC(=O)c2cc(-c3ccc(Cl)cc3)on2)c(=O)n(-c2ccccc2)n1C
47	CSc1nnc(NC(=O)Cc2coc3cc(C)ccc23)s1
48	CC(=O)c1c(C)oc2ccc(N(C(=O)c3ccncc3)S(=O)(=O)c3ccc(C)cc3C)cc12
49	COc1ccc2c(c1)CCc1c(C(=O)Nc3ccc(C#N)cc3)noc1-2
50	COc1cccc(CNc2nc3c(-c4cccc(C)c4)nnn3c3ccccc23)c1

Screen / compound no.	46	47	48	49	50
TexasRed fluor	?	1.4%	-0.9%	0.2%	0.6%
TRb SRC2 PPI	-23.5%[53 µM]	2.8%	4.5%	-5.0%	-2.7%
SMN2 splice up	1.0%	9.7%	-26.6%	18.3%	2.4%

51	COc1ccc(-c2nc(CS(=O)CC(=O)NCc3ccc(F)cc3)c(C)o2)cc1OC (stereo unspecified)
52	CCOC(=O)C1CCN(C(=O)c2ccc3c(c2)N=C(CC)c2cc(C)ccc2S3)CC1
53	Cc1ccc(S(=O)(=O)c2cnc(SCC(=O)Nc3ccc4c(c3)OCCO4)[nH]c2=O)cc1C
54	CCc1ccc2oc(-c3cc(NC(=O)c4cccnc4)cc(C)c3O)nc2c1
55	CCOC(=O)Cn1c(=O)oc2cc(S(=O)(=O)N3CCN(c4cc(C)ccc4C)CC3)ccc21

Screen / compound no.	51	52	53	54	55
TexasRed fluor	-15.7%	-1.8%	1.9%	4.2%	-3.7%
TRb SRC2 PPI	-1.2%	-4.8%	-2.1%	3.0%	4.4%
SMN2 splice up	-2.2%	-8.2%	-2.9%	11.6%	1.4%

56	Cc1ccc2nc(-c3ccc(O)cc3)c(Nc3ccc4c(c3)OCO4)n2c1
57	CC1=C(C(N)=O)C(c2ccccc2F)n2nc(-c3ccc(Cl)cc3)nc2N1 (stereo unspecified)
58	Cc1ccc(CSc2nnc([C@@H](N)C(C)C)o2)cc1
59	COc1ccc(CCn2c(=O)c3ccccc3n(CC(=O)Nc3cccc(C)c3)c2=O)cc1OC
60	O=C(NCCc1ccccc1)c1ccc2c(c1)N(Cc1ccc(Cl)cc1)C(=O)c1ccccc1S2(=O)=O

Screen / compound no.	56	57	58	59	60
TexasRed fluor	-4.0%	-0.1%	6.7%	0.0%	1.7%
TRb SRC2 PPI	-5.9%	-0.4%	1.4%	-0.8%	-2.0%
SMN2 splice up	-7.5%	9.9%	-6.5%	5.2%	12.2%

61	CCN(CCCNC(=O)c1cc2c(=O)n(CC)c3ccccc3c2s1)Cc1ccccc1
62	O=c1cc(-c2ccccc2)c2ccc3c(c2o1)CN(Cc1ccccc1)CO3
63	COc1ccc(N2CCN(C(=O)C3CCCN(C(=O)c4cc5sccc5n4C)C3)CC2)cc1 (stereo unspecified)
64	CCOc1ccc(-c2nonc2NC(=O)c2oc3cc(C)c(C)cc3c2C)cc1OCC
65	O=C(CSc1oc(-c2ccco2)nc1S(=O)(=O)c1ccccc1)c1ccc(Cl)cc1

Screen / compound no.	61	62	63	64	65
TexasRed fluor	0.9%	-4.6%	?	-30.9%	-1.1%
TRb SRC2 PPI	-6.0%	0.1%	-10.4%	1.1%	-2.0%
SMN2 splice up	17.5%	-3.3%	-34.1%[inhibitor]	11.0%	5.8%

66	Cn1nnnc1SCCNCc1ccccc1OCc1ccccc1F
67	CCCN1CCN(C(=O)Cn2c(-c3cccs3)cc3cc(F)ccc32)CC1
68	O=C(Nc1cccc(F)c1)c1ccc2snnc2c1
69	CCOc1ccc(N2CC(c3nc4ccccc4n3CCOc3ccccc3)CC2=O)cc1 (stereo unspecified)
70	O=c1oc2ccccc2cc1-c1nnc(Nc2ccc(Cl)cc2Cl)s1
71	O=C(NCc1ccc(Cl)cc1)c1cc(-c2ccc(F)cc2)on1
72	O=C(Nc1ccc(O)cc1)c1cccc(S(=O)(=O)N2CCOCC2)c1

Screen / compound no.	66	67	68	69	70	71	72
TexasRed fluor	10µM*[quencher]	-1.3%	-2.0%	-5.2%	-12.6%	-3.8%	5.4%
TRb SRC2 PPI	-4.5%	-5.5%	0.7%	1.6%	-0.8%	-1.4%	2.5%
SMN2 splice up	-26.9%	2.9%	8.3%	-2.0%	-3.7%	3.5%	-12.6%
